# Anesthetic bind: qHTS Assay for Identification of Novel General Anesthetics. Ferritin light chain (Equus caballus), P02791. apoferritin/1-aminoanthracene competitive binding, fluorescence. Potency, µM (highest dose often 77.5 µM), for the others: at the highest dose activity change, negative = displacement, actives largely listed as inhibitors. actives 0.074% (n = 350,000). AID 485281, 2010; note: potency is the fitted concentration of half-maximal effect; % is set by controls: 0 for no effect and ±100 for the full control effect; nearly all actives have a fitted effect of over 20% in size
# Target sequence (P02791 2-175 limits assumed): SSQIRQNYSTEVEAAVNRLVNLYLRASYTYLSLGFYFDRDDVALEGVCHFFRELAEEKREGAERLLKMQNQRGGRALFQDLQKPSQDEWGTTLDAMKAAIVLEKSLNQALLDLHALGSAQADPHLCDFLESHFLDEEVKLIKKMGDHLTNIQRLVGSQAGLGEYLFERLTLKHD
#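 Concentration-response curves derived by four-parameter Hill fitting of normalized fluorescence, where compounds displaced 1-AMA from 10 uM horse apoferritin following a brief 10 min room-temperature incubation; propofol titration acted as positive control.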
# D1 antag: Antagonist of Human D 1 Dopamine Receptor: qHTS. HEK293 TREx D1 cells, calcium flux, dopamine EC80; hits give low values. activity change, negative = inhibition, % at 10 µM. actives 3.2% (n = 360,000); in the data active = activity change below about -30%; note: % is set by controls: 0 for no effect and ±100 for the full control effect
# Target sequence (P21728 whole entry, looked up): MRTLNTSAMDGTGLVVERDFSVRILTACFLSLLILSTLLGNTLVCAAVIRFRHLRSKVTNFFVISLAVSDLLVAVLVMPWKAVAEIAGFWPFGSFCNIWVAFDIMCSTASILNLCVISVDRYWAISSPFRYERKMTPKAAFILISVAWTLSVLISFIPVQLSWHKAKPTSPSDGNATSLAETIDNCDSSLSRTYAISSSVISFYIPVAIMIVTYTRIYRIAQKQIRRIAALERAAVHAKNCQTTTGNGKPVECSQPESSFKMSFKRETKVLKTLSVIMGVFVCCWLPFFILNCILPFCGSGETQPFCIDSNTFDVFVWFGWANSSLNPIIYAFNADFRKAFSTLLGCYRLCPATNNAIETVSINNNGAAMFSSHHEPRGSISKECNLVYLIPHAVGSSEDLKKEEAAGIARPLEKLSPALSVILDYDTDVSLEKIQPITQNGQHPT
#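 Compound effects on dopamine-evoked calcium signalling were measured in tetracycline-induced HEK293 Trex D1 cells. Dopamine at EC80 followed a 180 s compound pre-read, and fluorescence was tracked kinetically for 180 s more.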
# D1 agonist: Allosteric Agonists of the Human D1 Dopamine Receptor: qHTS; D(1A) dopamine receptor (Homo sapiens), P21728; HEK293 T-REx D1 cells, calcium flux, agonist mode; activation, % at 2 µM; actives 1% (n = 360,000); AID 504660, 2011; in the data active = activation above about 30%; note: 0% is about no effect
#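 Inducible HEK293 T-REx D1 cells, force-coupled to calcium signalling, were plated at 4000 cells/well with tetracycline and held overnight at 30 C. After no-wash calcium dye loading, compound-evoked calcium rise over 180 s flagged agonists.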
# RXFP1 antag: qHTS Assay for Antagonists of the Relaxin Receptor RXFP1 | Relaxin receptor 1 (Homo sapiens), Q9HBX9 | HEK293-RXFP1, relaxin-stimulated cAMP HTRF, 30 min; hits give low values | activity change, negative = inhibition, % at 57.5 µM | actives 0.59% (n = 350,000) | AID 1259400, 2018;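 active = activity change of -60% or lower, but not beyond a set lower limit; inconclusive = change between -60% and -40%, or beyond the set limit; inactive = change above -40%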; note: % is set by controls: 0 for no effect and ±100 for the full control effect
# TRHR agonist: qHTS for Small Molecule Agonists and Allosteric Enhancers of Human TRH Receptor: Primary Screen for Agonists; Thyrotropin-releasing hormone receptor (Homo sapiens), P34981; actives 0.18% (n = 360,000); TRHR cells, calcium flux fluo-8, FDSS agonist mode; activation, % at 2 µM; AID 493084, 2011; in the data active = activation above about 30%; note: 0% is about no effect
# Target sequence (P34981 whole entry, looked up): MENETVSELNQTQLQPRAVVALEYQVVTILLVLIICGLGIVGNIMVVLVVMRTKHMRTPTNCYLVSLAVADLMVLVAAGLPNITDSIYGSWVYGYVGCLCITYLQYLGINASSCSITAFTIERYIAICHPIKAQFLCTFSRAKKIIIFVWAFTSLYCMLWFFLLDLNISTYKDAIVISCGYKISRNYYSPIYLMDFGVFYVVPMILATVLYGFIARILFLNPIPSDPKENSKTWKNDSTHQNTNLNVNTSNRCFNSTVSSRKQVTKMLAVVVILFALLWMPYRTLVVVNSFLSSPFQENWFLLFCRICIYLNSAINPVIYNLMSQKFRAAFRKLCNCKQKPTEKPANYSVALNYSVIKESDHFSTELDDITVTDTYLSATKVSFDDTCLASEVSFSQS
#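 Steps: seed TRHR cells overnight; add fluo-8 no-wash Ca dye, RT 30 min–1.5 h; record 10 s baseline; pin-transfer compounds; monitor fluorescence 1 cycle/s for the agonist window. Calcium increases flag candidate agonists.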
# TRHR PAM: qHTS for Small Molecule Agonists and Allosteric Enhancers of Human TRH Receptor: Primary Screen for Enhancers; Thyrotropin-releasing hormone receptor (Homo sapiens), P34981; TRHR cells, fluo-8 calcium fluorescence, EC20 TRH enhancement; enhancement, % at 2 µM; actives 0.66% (n = 360,000); AID 493056, 2011; in the data active = enhancement above about 30%; note: 0% is about no effect
#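 TRHR-expressing cells loaded with fluo-8 calcium dye were read kinetically (ex 480/em 530) during compound addition, then stimulated with an EC20 of TRH (10 nM final). Enhancement of the Gq-mediated intracellular calcium response was scored.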
# D1 potentiator: Potentiators of Human D1 Dopamine Receptor: qHTS | D(1A) dopamine receptor (Homo sapiens), P21728 | HEK293 TREx D1 cells, calcium flux, dopamine EC20 potentiation | potentiation, % at 10 µM | actives 0.036% (n = 360,000); in the data active = potentiation above about 30%; note: 0% is about no effect
# RXFP1 agonist: qHTS Assay for Agonists of the Relaxin Receptor RXFP1. Relaxin receptor 1 (Homo sapiens), Q9HBX9. HEK293T-RXFP1 cAMP TR-FRET, 30 min; response scale: percent of porcine relaxin response, buffer zero. Potency, µM (series often up to 57.5 µM), for the others: top-dose activation, hits mostly activators. actives 0.3% (n = 370,000); note: potency is the fitted concentration of half-maximal effect; % is set by controls: 0 for no effect and ±100 for the full control effect; nearly all actives have a fitted effect of over 60% in size; many of its hits are not listed in these tables
#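 HEK293 cells stably expressing RXFP1, treated 30 min at 37C with compounds plus PDE4 inhibitor Ro 20174; cAMP measured by HTRF TR-FRET. Normalized to buffer and 29 nM porcine relaxin; EC50 by Hill fit.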
# D2 PAM: HTS Assay for Positive Allosteric Modulators of the Human D2 Dopamine Receptor: Primary Screen for Potentiators; D(2) dopamine receptor (Homo sapiens), P14416; HEK293 T-REx D2, calcium flux, EC20 dopamine potentiation; potentiation, % at 10 µM; actives 0.34% (n = 340,000); AID 485347, 2010;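 active = potentiation over 3 SD above the plate norm, cut at about 30% in these data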; note: 0% is about no effect
#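 Using a no-wash calcium dye in inducible, force-coupled HEK293 Trex cells expressing D2, we tracked fluorescence each second for 180 s after compound, then for 180 s after EC20 dopamine to detect augmented signalling.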
# * hit, by the source's call; u = inconclusive; x = not tested or not shown; & = joins results of further samples; [ ] = dose if it differs, or a comment. Unless noted, calls come from the whole dose curve; as a rule, active = well fitted curve in the direction sought with a large enough effect; inconclusive = small, poorly fitted or top-dose-only effect, or another doubt; inactive = no such curve, though single readings can be large; an effect the other way counts as inactive or inconclusive.
compound	Anesthetic bind	D1 antag	D1 agonist	RXFP1 antag	TRHR agonist	TRHR PAM	D1 potentiator	RXFP1 agonist	D2 PAM
O=C(N/N=C/c1ccc(O)cc1)c1cncc(Br)c1	3%	-5	3	-14	-0.5	0	-1	-1.6%	11
COc1ccccc1OCCCCN1CCC(C)CC1	-4%	-12	1	-5	0.1	-7	-4	-1.7%	-28
O=C(O)c1ccc(N2C(=O)C3ON(c4ccccc4)C(c4ccccc4F)C3C2=O)cc1 (stereo not drawn)	-8%	6	3	1	0.2	4	-4	-1.3%	8
CCCCN(C(=O)CSc1nnc(-c2ccccc2)o1)c1c(N)n(CCC)c(=O)[nH]c1=O	x	1	2	-1	0.1	6	-2	-1.0%	9
CCC(C)C1NC(=S)N(C2CCCCC2)C1=O (stereo not drawn)	-20%	-12	4	-6	0.4	1	-7	2.5%	x
Cc1ccc(NC(=O)C2CCN(S(=O)(=O)c3c(C)noc3C)CC2)cc1C	-13%&-10%	19&-4	7&0	6	-1.1&-1.2	5&2	-4&-3	2.4%&-0.5%	-11&-9
CCOC(=O)CNc1ncc(C(F)(F)F)cc1Cl	-23%	20	4	-13	0.4	1	-4	7.3%	-4
O/C(=C\c1nc2ccccc2nc1/C=C(\O)c1ccccc1)c1ccccc1	13%	-14	0	-112*	0.3	-6	-10	3.9%	-1
Cc1nc(C)c(C(=O)C2=C(O)C(=O)N(CCN(C)C)C2c2cccs2)s1 (stereo not drawn)	-17%	-5	4	0	0.2	-1	-5	-0.7%	-6
N#Cc1c(NC(=O)/C=C/c2ccco2)sc2c1CCCC2	51%[activator]	12	1	-22	-0.1	1	-3	2.8%	-22
CCOC(=O)N1CCC(NC(=O)c2ccc3c(c2)N=C(CC)c2ccccc2S3)CC1	-23%	-6	2	-37	-1.6	1	-3	2.0%	-11
CCOc1ccccc1N1CC(C(=O)Nc2cccc(S(=O)(=O)N3CCCCC3)c2)CC1=O (stereo not drawn)	-20%	-14	2	-19	0.5	74*	-2	5.4%	7
Cc1cc(C)c(OCCCCN(C)Cc2ccccc2)c(C)c1	-10%	9	11	-15	-0.2	0	3	0.1%	-25
CCCN1CN=C(Nc2nc3ccccc3o2)NC1	5%	-5	1	-11	1.8	10	0	2.2%	-1
Cc1ccccc1N1CCN(S(=O)(=O)C[C@]23CCC(CC2NC(=O)[C@@H](N)CCS(C)(=O)=O)C3(C)C)CC1 (stereo partly drawn)	x	14	5	x	-0.3	0	0	-0.2%	-4
COc1ccc(CC2(CO)CCN(S(=O)(=O)c3c(C)nn(C)c3Cl)CC2)cc1	-6%	-14	13	1	-3.0	3	-7	0.2%	15
O=C(C1=C[C@@H](c2ccc(C(F)(F)F)cc2)C[C@@H](OCCCCO)O1)N1CCN(Cc2ccc3c(c2)OCO3)CC1	-17%	2	9	x	0.2	-2	1	0.3%	6
CCOc1ccc(NC(=O)c2cc(F)c(F)cc2Cl)cc1OCC	-10%	6	0	-9	-0.4	-6	-4	0.2%	-5
Cc1ccc(NC(=O)COC(=O)Cn2cnc3c2c(=O)n(C)c(=O)n3C)c(Cl)c1	-7%	1	4	-3	0.8	24	-6	19%	-1
COCCN(Cc1cn[nH]c1-c1ccc2cc(OC)ccc2c1)C(C)C	-4%	-2	0	-6	-0.3	4	2	-3.4%	-6

# A draw from above in order of molar mass, descending.
compound	Anesthetic bind	D1 antag	D1 agonist	RXFP1 antag	TRHR agonist	TRHR PAM	D1 potentiator	RXFP1 agonist	D2 PAM
O=C(O)c1ccc(N2C(=O)C3ON(c4ccccc4)C(c4ccccc4F)C3C2=O)cc1 (stereo not drawn)	-8%	6	3	1	0.2	4	-4	-1.3%	8
Cc1cc(C)c(OCCCCN(C)Cc2ccccc2)c(C)c1	-10%	9	11	-15	-0.2	0	3	0.1%	-25
CCOC(=O)CNc1ncc(C(F)(F)F)cc1Cl	-23%	20	4	-13	0.4	1	-4	7.3%	-4

# Following part.
compound	Anesthetic bind	D1 antag	D1 agonist	RXFP1 antag	TRHR agonist	TRHR PAM	D1 potentiator	RXFP1 agonist	D2 PAM
CCCOc1ccc(CN(C(=O)c2nc(SC(C)C)ncc2Cl)C2CCS(=O)(=O)C2)cc1 (stereo not drawn)	u	0	2	x	0.7	-3	3	2.4%	15
COc1cccc2cc(C(=O)NCc3ccc(Cl)cc3)c(=N)oc12	-4%	3	10	5	-1.3	-3	0	-0.4%	11
O=C(OCc1cccc(C(F)(F)F)c1)c1ccc[nH]c1=O	-11%	-1	-2	0	-0.4	17	2	0.9%	-15
COc1ccc(S(=O)(=O)n2ccc(C(C)Oc3ccc(-c4ccccc4)c(F)c3)n2)cc1 (stereo not drawn)	61%[activator]	7	10	-2	1.5	-2	-10	3.0%	-1
Cc1nn(-c2ccccc2)c(N)c1C1(O)C(=O)N(C)c2ccccc21 (stereo not drawn)	-13%	1	-1	0	0.3	3	0	0.8%	12
COc1ccc(C2CC(c3ccccc3)Nc3nc(NS(C)(=O)=O)nn32)cc1 (stereo not drawn)	-2%	6	3	-2	-0.3	4	-4	1.2%	2
CCCCCC(=O)Nc1cccc(C2=NOC3(C2)C[C@@H](C(N)=O)N(C(=O)Cc2ccc([N+](=O)[O-])cc2)C3)c1 (stereo partly drawn)	-7%	-18	1	x	-0.5	-4	8	0.0%	9
CSc1ccc(S(=O)(=O)N2CCC(C(=O)NCc3ccncc3)CC2)cc1	-2%	1	1	-3	0.1	1	-6	0.4%	0
CCS(=O)(=O)NCCc1cc2c(OC)ccc(OC)c2[nH]c1=O	-9%	27	0	-2	0.1	-5	-4	4.8%	-2
Cn1c2ccc(F)cc2c2ncn(Cc3ccccn3)c(=O)c21	-7%	-20	0	-8	-0.6	-9	-3	3.2%	4
Nc1nc(Sc2c([N+](=O)[O-])cc(C(F)(F)F)cc2[N+](=O)[O-])n[nH]1	6%	1	2	u	1.3	1	-3	-0.8%	2
OCCC1CN(Cc2ccc3c(c2)CCO3)CCN1Cc1ccc(F)cc1 (stereo not drawn)	-10%	-8	3	0	0.2	-2	1	5.0%	-22
CN(C)S(=O)(=O)c1cccc(C(=O)Nc2n[nH]c(C(F)(F)F)n2)c1	21%	-1	2	-11	-0.2	0	-4	0.5%	-8
Cc1ccc2c(c1)cc(C(=O)NCc1ccc(F)cc1)n2C	-8%	7	-2	-7	-0.6	-1	-1	20%	-1
O=C(Nc1nnc2n1CCS2)c1ccccc1	21%	-12	1	x	-0.1	2	-5	0.7%	3
Cc1cccc(NC(=O)CSc2nnc(-c3ccco3)o2)c1	-6%	3	1	5	0.3	-2	-1	-0.6%	-3
COCCNC(=O)c1ccc(NS(C)(=O)=O)cc1	-2%	31	4	-14	0.2	-5	-2	2.2%	16
Oc1ccccc1CN1CCCC(N2CCc3ccccc3C2)C1 (stereo not drawn)	-19%	-12	0	3	0.4	-3	2	-2.8%	-3
CCCCNC(=O)c1onc(CSc2ccccc2)c1C(=O)O	-11%	-1	-1	x	0.6	-12	0	0.0%	7
Clc1nc(Oc2ccccc2)nc(-c2cn(-c3ccccc3)c3ccccc23)n1	-8%	12	6	6	-1.0	-7	-4	7.7%	-14
COC(=O)c1cccc(NC(=O)CSc2nnc(C)n2C)c1	-2%	0	0	4	0.3	-4	-6	-0.1%	-2
Cc1nc2c(C)cccn2c(=O)c1NC(=O)c1ccco1	x	28	0	0	0.1	2	0	-0.6%	-4
Cc1ccc(NC(=O)CSC2=NN3CCCC(=O)N=C3S2)cc1Cl	-14%	-39*	25	2	-0.6	7	x	4.6%	-2
COCC(=O)N/N=C\c1ccc(OC/C=C/c2ccccc2)c(OC)c1	-11%	1	3	6	-0.6	-2	1	-0.1%	5
Cc1c(Cl)cccc1Nc1ncccc1C(=O)O	-4%	-3	0	x	0.9	-2	-4	1.7%	-2
Cc1ccc(NC(=O)c2cc(-c3ccco3)nc3ccccc23)cc1S(=O)(=O)N1CCOCC1	-21%	1	3	-22	0.7	-2	-2	4.5%	x
O=C1/C(=C/c2cccs2)SC(=S)N1c1ccccc1	-10%	8	1	-10	-0.1	18	-2	0.3%	-24
Cn1c(=O)[nH]c(=O)c2c1nc(Br)n2CCCc1ccccc1	-1%	-13	0	x	0.1	0	0	2.0%	-4
Cc1ccc(S(=O)(=O)N2CCN(CC(=O)NC3CCCc4ccccc43)CC2)cc1C (stereo not drawn)	-7%	x	1	-3&-7	0.3	-12	-3	0.1%	-1
O=C(Nc1ccc(Br)cn1)c1ccc(COc2c(F)c(F)cc(F)c2F)o1	x	-6	32*	0	1.1	10	x	0.7%	11
O=C(COC(=O)c1ccccn1)c1ccc([N+](=O)[O-])cc1	-19%	-8	2	9	-0.8	7	-5	-2.4%	2
Cc1cc(OCc2cc(C(=O)N(C)C3CCOC3)no2)cc(C)c1Cl (stereo not drawn)	u	-47*	12	-6	0.2	-4	-4	-1.0%	-6
CCOc1ccc(N2C(N)=NC(N)=NC2(C)C)cc1	-7%	7	3	-4	0.1	3	1	2.0%	8
CCOC(=O)C(CN1CCCC1)c1ccccc1 (stereo not drawn)	x	-4	1	x	-0.1	-1	-2	-0.3%	-18
CCOC(=O)C1=C(C)NC(=O)C1CC(=O)Nc1ccccc1 (stereo not drawn)	-10%	-13	1	x	-0.6	3	-2	-1.6%	-2
CC(C)CN(C(=O)C1CCCO1)c1c(N)n(CC(C)C)c(=O)[nH]c1=O (stereo not drawn)	x	-5	5	-10	0.0	12	-5	1.0%	4
CCCCOc1c(C(=O)Nc2ccccc2)nnn1-c1ccccc1	-19%	-16	4	-87*	0.6	24	-4	1.2%	3
COC(=O)CSc1nc2cc3c(cc2cc1C)OCCO3	-19%	-11	-1	7	0.1	-5	-10	5.5%	10
Cc1cc(Cl)c(S(=O)(=O)N2CCN(c3cccc(C)c3C)CC2)cc1OCC(N)=O	-21%	-13	2	-15	0.2	-10	-6	0.3%	-4

# An excerpt, so the mix of outcomes need not match the whole.
